H9c2 TAG inh – inhibitors of triacylglycerol accumulation. 230,000 compounds, 0.66% hits. inhibition, % at 12.5 µM. H9c2 cells, Nile Red lipid (TAG) fluorescence; cells loaded with 200 µM oleic acid;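 active means pattern-corrected inhibition of lipid staining of at least 50% with the nuclear-stain viability signal not falling by more than 50%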;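 further: 0% = DMSO wells and 100% = triacsin C control wells; some results filed as inactive read as strong as hits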
H9c2 TAG inh DAPI viability – second read-out of H9c2 TAG inh, no call of its own (marks repeat the call); DAPI nuclei signal change (viability), lower = more cytotoxic, %;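 whole-well DAPI fluorescence read on a plate reader as a viability signal; minus 50 percent equals half of cells still viable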
* marks the source's active call; other numbers are inactive results.

SMILES	H9c2 TAG inh	H9c2 TAG inh DAPI viability
O=C(CSc1nc2ccccc2o1)NCC1CCCO1 (stereo not drawn)	3	1
O=C(OCC(=O)N1CCCc2ccccc21)c1ccccc1NCCO	23	8
C=CC1=C(C(=O)O)N2C(=O)[C@@H](NC(=O)/C(=N/OCC(=O)O)c3csc(N)n3)[C@H]2SC1	17	2
O=C(O)c1[nH]c2ccc(Cl)cc2c1CCN1C(=O)c2ccccc2C1=O	11	-4
O=C(Nc1nc2ccsc2c(=O)s1)c1ccco1	10	-4
COc1cccc(C(=O)c2c[nH]c(C(=O)NCc3cccs3)c2)c1	11	-27
COc1ccc(-c2cc(C(=O)N3CCC3)c3ccccc3n2)cc1OC	2	-5
CCOc1ccccc1C(=O)NCC(=O)NCCSc1ccc(Br)cc1	-18	0
CC(=O)Nc1cccc(C(=O)N2CCC(n3nccc3NC(=O)CC(C)C)CC2)c1	-14	0
Cc1ccc(C)c(NC(=O)CN(C)C(=O)c2cc3ccccc3oc2=O)c1	-16	0
O=C(CSc1nc(-c2cccs2)cc(C(F)(F)F)n1)NCCCN1CCOCC1	1	5
O=C(CN1C(=O)S/C(=C\c2ccc(F)cc2)C1=O)Nc1cccc(S(=O)(=O)NCc2ccco2)c1	15	-15
C#CCN1C(C)=C(C(=O)OC)C(c2cccc([N+](=O)[O-])c2)C(C(=O)OCC)=C1C (stereo not drawn)	-4	0
CC(=O)c1sc(NC(=O)c2ccc3c(c2)OCO3)nc1C	-12	-4
Cc1ccc(C(=O)Nc2ccc3c(c2)OCO3)cc1S(=O)(=O)N1CCCC1	-19	-5
COc1ccc(Cl)cc1NC(=O)CN(C)C(=O)c1ccc2n[nH]nc2c1	-4	0
O=C(COC(=O)CCOc1ccccc1)NCCC1=CCCCC1	-5	-3
Cn1c(CNc2nc(-c3ccccc3)cs2)nnc1SCC(=O)OC1CCCCC1	7	-3
Cc1ccc(Cn2c(Cc3ccccc3)nc3ccccc32)cc1	-9	6
NC(=O)c1ccc(NC(=O)CN2C(=O)NC3(CCCCCCC3)C2=O)cc1	-4	-5
CC(NC(=O)OCc1ccccc1)c1ccccc1 (stereo not drawn)	-2	-10
CCn1c(SCC(=O)c2ccc3ccccc3c2)nnc1-c1cccs1	6	1
CCOC(=O)C1=C(C)Nc2nc(C)nn2C1c1cc(OC)ccc1OC (stereo not drawn)	2	-1
Cc1cc(C(=O)OCC(=O)Nc2cccc(S(=O)(=O)N3CCOCC3)c2)c(C)o1	1	0
Cc1cc(NC(=O)CSc2nnc(-c3ccc(Cl)s3)o2)no1	-12	1
CCc1ccc(NC(=O)CSc2nc(=O)n(CCCN(C)C)c3c2CCC3)cc1	-6	2
Cc1cccc(C)c1OCC(O)CN(Cc1ccccc1O)C1CCCCC1 (stereo not drawn)	-58	36
CC(=O)Nc1ccc(S[C@@H](CCN2CC[C@H](O)CCC2=O)c2ccccc2)cc1	8	4
O=C(Nc1cccc(S(=O)(=O)N2CCCCC2)c1)c1ccccn1	-29	4
Cc1ccc(CN2CC(C(=O)Nc3nc(C)cs3)CC2=O)cc1 (stereo not drawn)	11	10
COc1cc(C(=O)Nc2cccc(S(=O)(=O)N3CCCC3)c2)cc(OC)c1C	-2	1
CCCCCC1C(=O)C[C@@H]2CCN3C(=O)CCC[C@H]1[C@H]23 (stereo partly drawn)	4	-4
COc1ccc(S(=O)(=O)N2CCCOC2CNC(=O)C(=O)NCc2cccnc2)cc1 (stereo not drawn)	19	-11
CCN(CC)C(=O)COc1ccc(CC(=O)O)cc1OC	14	-13
CC1(C)CC(=O)C2=C(C1)N=C1c3ccccc3C(=O)C1C2c1ccc(Cl)cc1 (stereo not drawn)	19	3
O=C1NCC(=O)N(Cc2ccccc2)/C1=C/c1ccccc1	4	0
NNc1nc2ccccc2nc1C(F)(F)F	9	-2
COc1ccc(C(=O)[C@H]2[C@H]3C(=O)N(c4ccc(C)cc4)C(=O)[C@H]3C3C=CC=NN32)cc1 (stereo partly drawn)	-2	-1
CN(C)C(=O)C1CCC(=O)N1Cc1cccs1 (stereo not drawn)	0	-1
NC(=O)c1ccc(NC(=O)CCCN2C(=O)c3ccccc3C2=O)cc1	-13	16
CC(CCc1ccccc1)NC(=O)C(=O)NCc1ccccc1 (stereo not drawn)	-5	6
COc1ccc(OC)c(S(=O)(=O)N(C)CC(=O)N2CCN(c3cccc(Cl)c3)CC2)c1	1	-8
CC1CCCCN1S(=O)(=O)c1ccc(C(=O)Nc2nnc(-c3ccco3)o2)cc1 (stereo not drawn)	25	-4
CCCn1c(SCC(=O)NC2CCCCC2)nnc1-c1ccccn1	-5	4
C=CCOC(=O)C1=C[C@H](c2coc3ccccc3c2=O)C[C@H](OCc2ccc(CO)cc2)O1	-7	4
CCC(CO)Oc1cc(NC(=O)c2ccc(F)cc2)c2ncn(C(C)C)c2c1 (stereo not drawn)	6	5
CCOc1cc(C)c(C(C)C)cc1S(=O)(=O)N1CC(C)OC(C)C1 (stereo not drawn)	-5	4
CCc1ccc(OC2=NS(=O)(=O)c3ccccc32)cc1	1	8
C#CCN1C(C)=CC(=O)[C@@H](O)[C@H]1c1ccccc1Br	-3	-4
Cc1cc(N(C)C)nc(SC(C)C)n1	-15	7
Cc1noc(C)c1S(=O)(=O)N(Cc1ccccc1)C(C)C	11	-15
[O-][N+](=Cc1ccccc1)c1ccc(Cl)cc1	-12	6
CCc1nc(SCC(=O)c2cccs2)c2oc3ccccc3c2n1	-30	6
Cn1cnc2c(=O)sc3ccccc3c21	2	2
O=C(NCC1CC1)C1Cc2c(-c3ccc(Cl)cc3)ccnc2O1 (stereo not drawn)	1	-3
CCCCn1c(SCc2ccc(Cl)cc2)nc2c1c(=O)[nH]c(=O)n2C	-44	-8
O=C(COc1ccc(Br)cc1Cl)NNC(=O)c1ccccc1	-7	-5
N#C/C(=C/c1ccccc1OCc1ccc(F)cc1)c1ccc(C(=O)O)cc1	-31	13
Cc1c(-n2c(SCC(=O)O)nnc2-c2ccccc2Br)c(=O)n(-c2ccccc2)n1C	1	0
CCOC(=O)c1c(C)[nH]c(C(=O)Nc2cc(OCC)c(N3CCOCC3)cc2OCC)c1C	25	2

(continued)
SMILES	H9c2 TAG inh	H9c2 TAG inh DAPI viability
CC(=O)N1C(=O)N(C(C)=O)C2C1N(C)C(=O)N2C(C)=O (stereo not drawn)	-3	-3
COc1cccc(Oc2cnc(N)nc2-c2ccc(OC)cc2O)c1	20	-8
CC(C)CCOc1ccc(C(CC(N)=O)C(=O)O)cc1 (stereo not drawn)	3	11
CCOCCc1c(O)nc(SCC)[nH]c1=O	-6	-2
CCc1cccc2c(C(=O)COC(=O)[C@@H]3CC(O)CN3S(=O)(=O)c3ccccc3[N+](=O)[O-])c[nH]c12 (stereo partly drawn)	16	-7
O=C(CCN1CCN(c2ccccc2)CC1)NNC(=S)Nc1ccccc1Cl	5	-9
Cc1cc(=O)[nH]c(N)n1	0	4
Cc1cc(OC(=O)c2ccccc2)n(CCC#N)n1	-1	-5
COc1ccc(C(=O)NCC(=O)OCc2ccc(Br)cc2)cc1	-3	-10
CC(C)COC(=O)C(C#N)c1nc2ccccc2nc1N1CCN(Cc2ccc3c(c2)OCO3)CC1 (stereo not drawn)	-2	5
CCOc1ccccc1C(=O)Nc1cc(=O)n(C)c(=O)n1C	-6	6
COc1cc(S(=O)(=O)N2CCN(Cc3ccccc3)CC2)ccc1Br	-11	0
O=C(c1ccc(Cl)cc1)c1ccc(OCC(=O)N2CCOCC2)cc1	15	-19
COc1cccc(NC(=S)/C(=C(\[O-])c2cc(C)n(-c3ccccc3F)c2C)[n+]2ccc(N(C)C)cc2)c1	-9	12
CCCCc1c(O)nc(SCC(=O)N2CCOCC2)[nH]c1=O	2	1

16 compounds already listed, ordered by molar mass, lowest first.
SMILES	H9c2 TAG inh	H9c2 TAG inh DAPI viability
CCOCCc1c(O)nc(SCC)[nH]c1=O	-6	-2
O=C(CSc1nc2ccccc2o1)NCC1CCCO1 (stereo not drawn)	3	1
CC(=O)c1sc(NC(=O)c2ccc3c(c2)OCO3)nc1C	-12	-4
Cc1noc(C)c1S(=O)(=O)N(Cc1ccccc1)C(C)C	11	-15
O=C(COC(=O)CCOc1ccccc1)NCCC1=CCCCC1	-5	-3
O=C(Nc1cccc(S(=O)(=O)N2CCCCC2)c1)c1ccccn1	-29	4
COc1ccc(-c2cc(C(=O)N3CCC3)c3ccccc3n2)cc1OC	2	-5
NC(=O)c1ccc(NC(=O)CCCN2C(=O)c3ccccc3C2=O)cc1	-13	16
CCc1nc(SCC(=O)c2cccs2)c2oc3ccccc3c2n1	-30	6
Cc1ccc(C)c(NC(=O)CN(C)C(=O)c2cc3ccccc3oc2=O)c1	-16	0
C#CCN1C(C)=C(C(=O)OC)C(c2cccc([N+](=O)[O-])c2)C(C(=O)OCC)=C1C (stereo not drawn)	-4	0
O=C(CSc1nc(-c2cccs2)cc(C(F)(F)F)n1)NCCCN1CCOCC1	1	5
C=CCOC(=O)C1=C[C@H](c2coc3ccccc3c2=O)C[C@H](OCc2ccc(CO)cc2)O1	-7	4
COc1ccc(S(=O)(=O)N2CCCOC2CNC(=O)C(=O)NCc2cccnc2)cc1 (stereo not drawn)	19	-11
CCOC(=O)c1c(C)[nH]c(C(=O)Nc2cc(OCC)c(N3CCOCC3)cc2OCC)c1C	25	2
CCc1cccc2c(C(=O)COC(=O)[C@@H]3CC(O)CN3S(=O)(=O)c3ccccc3[N+](=O)[O-])c[nH]c12 (stereo partly drawn)	16	-7

Next section
SMILES	H9c2 TAG inh	H9c2 TAG inh DAPI viability
COc1ccc(C(=O)Nc2cccc(C(=O)N3CCN(C)CC3)c2)cc1	10	-1
Cn1c(Cc2ccccc2)nnc1SCC(=O)c1ccc(Br)s1	-11	-12
CCOC(=O)C1CCN(C(=O)c2sc3nc(-c4ccc(F)cc4)cn3c2C)CC1	-3	9
COc1ccccc1CC(=O)OC(C)C(=O)Nc1ccc(S(=O)(=O)N2CCCCC2)cc1 (stereo not drawn)	-24	-6
Cc1[nH]c2ccccc2c1C(=O)CN1CCCCC1C (stereo not drawn)	16	-14
Cc1nc2ccc(NC(=O)CS(=O)(=O)c3ccc(F)cc3)cc2s1	-5	6
CC(C)C[C@H]1CNC(=S)N1CC1CCCN1C[C@H](CC(C)C)N1C[C@H](CC(C)C)N(CC2CCCCCC2)C1=S (stereo partly drawn)	62*	-16*
O=c1[nH]nc(-c2ccc(F)cc2)cc1Cc1ccccn1	3	0
COC(=O)CN(C)C(=O)c1ccc2nc(Cc3cccc(Cl)c3)oc2c1	-9	-8
Cc1cc(Br)ccc1NC(=O)CN(C)C(=O)Cn1c(=O)cnc2ccccc21	-3	-9
CC(=O)c1ccc(C(=O)NC2CCCN(Cc3ccccc3F)C2)s1 (stereo not drawn)	20	-4
CN(Cc1ccccc1)C(=O)c1nc2ccccn2c1CN1CCC(N2CCOCC2)CC1	0	-1
CCOC(=O)C1CCCN(C(=S)NC2CCCC2)C1 (stereo not drawn)	14	-11
CC(C)(C)c1ccc(C(=O)O[C@H]2[C@H](Cc3ccccc3)NS(=O)(=O)[C@H]3C[C@@H]4C=C[C@]23O4)cc1	19	5
CC(C)CN1CC(C)C(=O)N(c2ccccc2)C1=O (stereo not drawn)	8	3
Cc1ccc(SCC(=O)N2CCOCC2)cc1	8	5
COc1cccc(CN(C)C(=O)CSCC(=O)Nc2cccc(C)c2)c1OC	-12	-4
Cc1c(C(=O)c2cccc(F)c2)c2ccccn2c1CCC#N	2	5
CC(C)[C@H]1COCCS(=O)(=O)N1Cc1cccc(Cl)c1	0	-11
O=C(NCc1ccccn1)c1nnc(Cc2ccc(Cl)cc2)o1	-3	5
CNc1ncnc2c1ncn2[C@H]1CN(Cc2cccs2)C[C@@H](CO)O1	15	-9
Cc1ccc(OCC(=O)O/N=C(\N)c2ccccn2)cc1C	5	-1
CN(Cc1ccc(Cl)c(Cl)c1)C(=O)C1CC(=O)N(c2ccc3c(c2)OCCO3)C1 (stereo not drawn)	5	4
CCOC(=O)Sc1nc2ncncc2[nH]1	-12	5
CC(=O)c1ccc(OCc2cc(C(=O)N(C)Cc3ccccn3)no2)cc1	2	3
Cc1cc(C)c2c(c1)NC(c1cc3c(cc1Br)OCO3)C1CC=CC21 (stereo not drawn)	17	-2
CCCn1c(SCC(=O)Nc2cc(C(=O)O)ccc2C)nc2sc3c(c2c1=O)CCC3	5	-10
COc1ccc(NC(=O)c2ccc(NC(=O)c3cccnc3)cc2)cc1	-20	20
O=C(OCCN1C(=O)CCC1=O)c1ccc(S(=O)(=O)N2CCCCC2)cc1	27	-17
CNS(=O)(=O)c1cccc2cccnc12	5	1
O=c1cc(O)nc(SCc2ccccc2)n1-c1ccc(F)cc1	1	0
CC1(C)CC(=O)C(N=Nc2cccc([N+](=O)[O-])c2)=C(O)C1	0	12
COc1cccc(C2CC(c3ccccc3)=NN2S(=O)(=O)c2ccc(C)cc2)c1OC (stereo not drawn)	1	-6
O=C(NCCCN1CCC(Cc2ccccc2)CC1)c1ccc(CS(=O)c2ccccc2Cl)o1 (stereo not drawn)	4	-1
COC(=O)c1c(NC(=O)/C=C/C(=O)O)sc(C)c1-c1ccc(C)c(C)c1	-7	18
CCOC(=O)C1CN(S(=O)(=O)c2ccccc2)c2cc(S(=O)(=O)CC)ccc2O1 (stereo not drawn)	12	-2
O=C(NCc1ccc(N2CCCC2=O)cc1)C1CCC(=O)N(Cc2ccccc2F)C1 (stereo not drawn)	-5	-3
COC(=O)c1c(NC(=O)CSc2ncnc3c2cnn3-c2ccccc2Cl)sc2c1CCCC2	8	-1
CC(C)Oc1ccc(C(=O)NC(=S)Nc2ccc(CN3CCOCC3)cc2)cc1	-31	12
CC(C)(C)NC(=O)CSc1nc2cccnc2n1C1CCCCC1	-3	1
COc1ccc(C(=O)Nc2ccccc2C(=O)N2CCCCCC2)cc1OC	8	-14
CS(=O)(=O)NN1C(=O)c2ccccc2NC1c1cccs1 (stereo not drawn)	9	-6
Cc1ccc(NC(=O)Cn2c(=S)[nH]c3ccccc32)cc1	-1	3
COc1ccc(CCNC(=O)C2CC(=O)N(c3ccccc3)C2)cc1OC (stereo not drawn)	-1	-2

Screening results as filed in PubChem BioAssay.

Some of the compounds tested; count on the stated rates, not on these rows.
